# MCL1-BIM inh – inhibitors of MCL1 binding to BIM-BH3, primary screen, biochemical, fluorescence polarization; GST-MCL1 / FITC-Bim-BH3 fluorescence polarization; Induced myeloid leukemia cell differentiation protein Mcl-1 (Homo sapiens), Q07820; actives 0.68% (n = 320,000); AID 2057, 2009; inhibition, % at 10.9 µM;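 active means inhibition above the mean inhibition of all tested compounds plus 3 SD, set per campaign, cut at about 40% in these data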;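 further: 0% = DMSO wells and 100% = unlabeled Bim-BH3 peptide control; higher means more loss of mP so more displacement of Bim peptide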
# MEX-5 binding – MEX-5 zinc finger RNA-binding disruptors – biochemical, C. elegans, fluorescence polarization, MLPCN library, primary screen; MEX-5/FITC-TCR2 RNA binding; hits give low values; actives 0.38% (n = 300,000); activity score (negative = inhibition of binding), % at 10 µM; Zinc finger protein mex-5 (Caenorhabditis elegans), Q9XUB2;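 active means inhibition past about -25% in most replicates, and total fluorescence under double the plate's negative control median, limit read from the data; inconclusive means replicates evenly split on the limit, or fluorescence at least double controls; inactive means too little inhibition in most replicates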;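 further: 0% = DMSO and -100% = 5 µM competing unlabeled TCR2 RNA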
# TPT1 inh – Candida albicans TPT1 enzyme inhibitors, primary screen, biochemical, fluorescence polarization | inhibition, % at 5 µM | tRNA 2'-phosphotransferase TPT1 (Candida albicans SC5314) | actives 0.81% (n = 300,000) | recombinant caTPT1, FP RNA substrate dephosphorylation | AID 1962, 2009;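 active means inhibition above the mean of all tested compounds plus 3 SD, set per screening campaign, cut at about 24% in these data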;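 further: plate controls were DMSO alone for no effect and ferristatin control at 100 nM for full effect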
# Fam108B counter – mouse Fam108B serine hydrolase inhibitors, primary screen, counter-screen for RBBP9 inhibitor project, biochemical, fluorescence polarization; actives 0.33% (n = 300,000); inhibition, % at 9.51 µM; AID 1947, 2009; recombinant Fam108B, FP-Rh probe fluorescence polarization;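 active means inhibition above the screen mean inhibition plus 3 SD, computed separately per campaign, cut at about 18% in these data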;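 further: inhibitors lower polarization as less probe binds the enzyme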
# BCLXL inh – inhibitors of human Bcl-xL, primary screen, biochemical, fluorescence polarization, HTS. GST-Bcl-xL / FITC-Bim BH3 peptide fluorescence polarization. actives 0.7% (n = 320,000). inhibition, % at 10.9 µM;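 active means inhibition above the mean of all tested compounds plus 3 SD, cutoff set per campaign, cut at about 30% in these data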;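 further: 0% = DMSO wells and 100% = unlabeled Bim-BH3 peptide competitor; inhibitors lower millipolarization by displacing the labeled peptide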
# Target sequence (Q07817 whole entry, looked up): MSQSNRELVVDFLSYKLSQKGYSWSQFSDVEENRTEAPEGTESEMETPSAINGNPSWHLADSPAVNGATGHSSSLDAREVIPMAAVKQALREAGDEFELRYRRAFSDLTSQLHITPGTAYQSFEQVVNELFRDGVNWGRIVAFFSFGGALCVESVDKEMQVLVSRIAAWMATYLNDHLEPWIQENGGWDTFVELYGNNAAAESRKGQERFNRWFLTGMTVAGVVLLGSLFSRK
# GLD-1 RNA inh – GLD-1/TGE RNA complex disruptors, primary screen, biochemical, fluorescence polarization; Female germline-specific tumor suppressor gld-1 (Caenorhabditis elegans), Q17339; actives 0.44% (n = 320,000); purified GLD-1 + fluorescein TGE RNA; inhibition, % at 5.96 µM; AID 2280, 2010;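 active means percent inhibition above a per-plate cutoff, the plate mean of test compounds plus 3 SD, cut at about 30% in these data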;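 further: 0% = DMSO wells with GLD-1 and probe and 100% = wells lacking GLD-1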
# Target sequence (Q17339 whole entry, looked up): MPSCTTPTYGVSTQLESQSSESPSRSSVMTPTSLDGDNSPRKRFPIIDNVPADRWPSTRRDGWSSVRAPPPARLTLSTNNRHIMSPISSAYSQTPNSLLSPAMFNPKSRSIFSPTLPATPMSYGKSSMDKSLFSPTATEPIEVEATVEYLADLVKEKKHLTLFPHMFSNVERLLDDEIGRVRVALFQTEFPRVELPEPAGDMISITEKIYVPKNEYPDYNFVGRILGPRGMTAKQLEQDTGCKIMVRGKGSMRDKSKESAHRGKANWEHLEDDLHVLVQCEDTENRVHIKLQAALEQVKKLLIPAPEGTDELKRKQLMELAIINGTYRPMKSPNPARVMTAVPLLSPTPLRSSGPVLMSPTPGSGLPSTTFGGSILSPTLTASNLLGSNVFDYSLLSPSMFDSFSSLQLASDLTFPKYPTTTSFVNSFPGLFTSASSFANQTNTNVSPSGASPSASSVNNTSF
# GSTO1 counter – inhibitors of recombinant GSTO1, primary screen, counter-screen for RBBP9 inhibitor project, biochemical, fluorescence polarization; Glutathione S-transferase omega-1 (Homo sapiens), P78417; activity-based probe fluorescence polarization; inhibition, % at 5.96 µM; actives 1.1% (n = 300,000); AID 1974, 2009;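 active means inhibition above the campaign mean inhibition plus 3 SD, cut at about 35% in these data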;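 further: 0% = GSTO1-1 with DMSO and 100% = wells lacking GSTO1-1 enzyme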
# PME-1 inh – PME-1 inhibitors via competitive probe labeling, primary screen, biochemical, fluorescence polarization, FP-Rh probe, HTS; Protein phosphatase methylesterase 1 (Homo sapiens), Q9Y570; recombinant PME-1; inhibition, % at 5.9 µM; actives 0.53% (n = 320,000); AID 2130, 2009;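 active means inhibition above the campaign mean of all compounds plus 3 SD, cut at about 26% in these data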;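 further: competitive labeling of PME-1 active site by serine hydrolase directed probe; 0% = PME-1 with DMSO and 100% = wells lacking PME-1 enzyme; inhibitors block probe labeling so polarization falls and inhibition rises; many of its hits are not listed in these tables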
# Target sequence (Q9Y570 whole entry, looked up): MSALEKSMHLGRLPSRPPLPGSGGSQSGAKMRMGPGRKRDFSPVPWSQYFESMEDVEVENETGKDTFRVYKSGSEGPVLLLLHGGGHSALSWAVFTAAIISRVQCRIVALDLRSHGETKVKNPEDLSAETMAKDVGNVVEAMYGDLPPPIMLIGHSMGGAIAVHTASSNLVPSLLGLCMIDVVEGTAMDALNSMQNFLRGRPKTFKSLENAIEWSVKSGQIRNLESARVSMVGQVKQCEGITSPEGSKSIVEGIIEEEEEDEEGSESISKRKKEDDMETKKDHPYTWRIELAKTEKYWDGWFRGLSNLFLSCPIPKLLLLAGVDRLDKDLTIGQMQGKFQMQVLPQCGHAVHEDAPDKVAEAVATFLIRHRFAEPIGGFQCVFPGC
# PAD4 inh – human PAD4 inhibitors, primary screen, biochemical, fluorescence polarization, 1536-well format; Protein-arginine deiminase type-4 (Homo sapiens), Q9UM07; recombinant PAD4, RCA probe fluorescence polarization; inhibition, % at 6.36 µM; actives 0.41% (n = 330,000); AID 485272, 2010;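 active means percent inhibition above a cutoff equal to the mean of all tested compounds plus 3 SD, cut at about 15% in these data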;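 further: 0% = PAD4 with RCA probe and DMSO and 100% = probe without PAD4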
# * = called active by the depositor; u = inconclusive; x = not tested or not shown. This is a subset, so the mix of outcomes need not match the whole.
SMILES,MCL1-BIM inh,MEX-5 binding,TPT1 inh,Fam108B counter,BCLXL inh,GLD-1 RNA inh,GSTO1 counter,PME-1 inh,PAD4 inh
C=CCNC(=O)c1onc(CSc2ccccn2)c1C(=O)NCC=C,6,-1.1,-5,1,6,-1,0,5,3
CCC(=O)NC(c1ccc(Cl)cc1Cl)c1ccc2cccnc2c1O (stereo not drawn),6,-1.4,0,0,4,1,-12,-1,-1
CC1(C)CC(=O)c2cnc3c(C#N)cnn3c2C1,-2,-0.6,-1,-5,6,9,2,-2,0
CC(=O)NC1C(Oc2ccc(C)cc2)OC2COC(c3ccco3)OC2C1O (stereo not drawn),-3,-1.8,-2,4,-4,-9,5,-4,-1
Cc1cc(NC(=O)CSc2nnc(CNC(=O)c3ccc(F)cc3)o2)no1,0,-0.1,-2,-1,3,4,4,3,-6
CCOc1ccc(S(=O)(=O)NCc2ccc(C)cc2)c2cccnc12,10,2.3,-2,1,5,4,-6,6,0
O=C(COc1ccc(N2CC(C(=O)O)CC2=O)cc1)Nc1cccc(C(F)(F)F)c1 (stereo not drawn),5,-0.5,-3,1,9,11,-3,0,-2
Cc1c(OCC(=O)N2CCC(C(=O)NCCCC(=O)O)CC2)ccc2c1oc(=O)c1ccccc12,4,-2.0,1,-2,5,-5,-6,4,1
Cc1ccc(NC(=O)COC(=O)c2cc(Cl)ccc2Cl)c(Br)c1,-21,0.7,-2,-9,-12,8,-7,0,-8
COC(=O)c1ccc(N=Cc2c(-c3ccccc3)[nH][nH]c2=O)cc1,-4,-1.7,1,-3,3,4,4,3,1
COc1ccc(Nc2nc(C)nc3c2oc2ccccc23)c(OC)c1,10,1.8,-8,6,2,-10,2,15,2
CCc1sc(C(C2C(=O)CC(C)(C)CC2=O)C2C(=O)CC(C)(C)CC2=O)cc1[N+](=O)[O-],43*,-4.0,-3,-3,16,8,9,-7,-1
CCc1cc2c(=O)c(-c3ccc4c(c3)OCO4)coc2c(CN(C)C)c1O,3,2.6,-3,-4,5,-1,4,-1,0
CCNc1nc(NCC)n2c(SCC(=O)Nc3cc(Cl)ccc3OC)nnc2n1,6,-3.4,2,0,-2,-1,18,-3,2
Cc1oc2cc(O)cc(C)c2c(=O)c1-c1cnn(-c2ccccc2)c1,3,-3.8,-6,-2,4,-5,-12,-6,-2
C=CCN1CCN(c2ccncc2S(=O)(=O)N2CCCCC2)CC1,-1,-0.7,1,-3,2,4,-4,-1,-1
Clc1ccc(C2CC(c3cccs3)n3ncnc3N2)c(Cl)c1 (stereo not drawn),-1,3.5,-2,-2,4,-4,-5,1,2
Cc1sc2ncnc(SCC(=O)N3CCN(C(=O)c4ccco4)CC3)c2c1C,-2,-0.1,-2,0,6,14,-3,0,4
COc1cc(/C=C/c2ccc3cccc(O)c3n2)c(Br)cc1O,12,-0.9,20,-2,4,-8,10,28*,-4
Cn1c(Cn2c(=O)sc3ccccc32)nnc1SCC(=O)Nc1ccc(Cl)cc1,4,x,-1,1,4,8,4,8,1
COc1ccc(-n2c(SCC(=O)N3CCCCC3C)nnc2-c2cccnc2)cc1 (stereo not drawn),-3,-1.7,1,-1,-1,-6,1,-3,5
CC(Oc1cccc(Cl)c1)C(=O)Nc1cc(S(=O)(=O)N2CCOCC2)ccc1N1CCCC1 (stereo not drawn),-5,-0.5,-2,2,-9,7,6,3,-2
COC(=O)CN1C(CN2CCOCC2)=Nc2ccc(Br)cc2C1c1ccccc1 (stereo not drawn),9,-1.7,2,5,1,4,-2,5,-2
CCc1ccc(N2CC(C(=O)OCC(=O)Nc3ccc([N+](=O)[O-])cc3)CC2=O)cc1 (stereo not drawn),-3,x,x,x,5,2,x,5,-5
O=C(O)COc1ccc(S(=O)(=O)c2ccc(OCC(=O)O)cc2)cc1,1,-0.6,-3,-3,4,4,5,0,3
Cc1nn(C)c(C(=O)NNC(=S)NC2CCCCC2)c1Cl,5,-0.5,0,-2,2,5,-7,3,-3
O=C(C1CC1)N1CCc2cc(S(=O)(=O)N3CCCc4ccccc43)ccc21,6,1.5,-1,1,0,-7,-4,4,0
O=C(C1CCN(c2nnc(-n3cccc3)s2)CC1)N1CCc2ccccc2C1,12,0.0,1,1,6,3,0,-1,-2
COCCOCC(=O)Nc1ccc(S(=O)(=O)Nc2cc(C)nc(C)n2)cc1,1,-0.4,1,0,0,8,1,4,1
CCOc1ccc(NC(=O)CS(=O)(=O)c2cn(CC)c3ccccc23)cc1,-8,-2.1,1,3,0,-1,2,5,-3
Cc1nnn(C23CC4CC(CC(CC(=O)Nc5ccc(C)c(C)c5)(C4)C2)C3)n1,7,1.7,-2,0,6,10,-2,1,1
N#C/C(=C\Nc1ccccn1)S(=O)(=O)c1ccc(Cl)cc1,2,0.1,-3,-1,3,-1,0,0,-1
Cc1ccccc1N=Nc1c(O)n(C)c2ccccc12,3,u,3,0,2,-5,-2,2,-4
O[C@@H]1C2CCCC1[C@]1(O)CCCCC1C2 (stereo partly drawn),-4,3.2,-1,0,-3,1,3,-2,1
COc1ccccc1C1CCN(C(=S)Nc2ccc(Br)cc2)CC1,3,0.0,-6,-9,3,1,2,-7,1
CCN(CC)C(=O)c1cccc(NC(=O)C2=COCCO2)c1,1,x,x,x,-2,-2,x,-5,1
Cc1ccc(-c2n[nH]c(=S)c3ccccc23)cc1S(=O)(=O)NCC1CCCO1 (stereo not drawn),1,0.3,-5,1,10,2,-19,11,3
O=C(Nc1c(C(=O)N2CCOCC2)oc2ccccc12)c1ccccc1Cl,-7,-6.3,-1,-5,-6,-10,-9,0,2
CCOc1cc(/C=N/Nc2nc(N3CCCC3)nc(N3CCCC3)n2)ccc1O,5,1.1,0,-2,8,-3,5,0,1
Cn1c(C2CCCCC2)nc2cc(N)ccc21,10,1.7,0,-1,12,9,0,-4,-2
O=C(O)C(c1ccccc1)N1C(=O)/C(=C\c2ccc(O)c(O)c2)SC1=S (stereo not drawn),70*,-15,13,-75,17,-72,-67,-137,-24
CC(C)(C)C(=O)NCCN1C(=O)S/C(=C\c2ccc([N+](=O)[O-])cc2)C1=O,0,0.2,1,-4,-1,1,-6,2,4
COCc1c(C(=O)N/N=C\c2ccccn2)nnn1-c1nonc1N,-1,-4.4,3,4,-1,-1,10,0,3
O=C(NCC1CCCCC1)c1ccccc1[N+](=O)[O-],3,0.2,1,4,2,7,2,-4,1
O=C(NC(=S)N1CCN(Cc2ccc3c(c2)OCO3)CC1)c1ccc(Cl)cc1,-1,x,0,3,0,11,1,1,-5
Cn1nc(-c2ccc(OCC(=O)Nc3ccccc3)cc2)c2ccccc2c1=O,1,-0.7,-2,0,2,0,-5,1,-3
Cc1cc(NC(=O)CN2C(=O)NC(C)(c3ccc(OC(F)F)cc3)C2=O)no1 (stereo not drawn),4,-0.3,0,6,11,10,3,0,1
CCC(c1nnnn1C1CCCC1)N(Cc1cccs1)Cc1cc2cc(C)ccc2[nH]c1=O (stereo not drawn),6,-0.7,-5,-10,7,-4,-15,1,0
Cn1cc(CNC(=O)COc2ccc(Cl)cc2Cl)cn1,3,2.2,-4,-1,5,-1,-3,-5,2
Cc1sc(NC(=S)NC(=O)c2cccs2)nc1-c1ccc(C(C)C)cc1,10,x,1,-4,5,10,6,5,4
Cc1ccc2sc(NNC(=O)c3ccc4c(c3)OCCO4)nc2c1C,-11,-3.3,0,-3,-4,1,1,0,-1
CCOC(=O)CSc1nc2ccccc2c(=O)n1CCC(=O)NCCc1ccc(OC)c(OC)c1,-1,4.7,0,1,0,2,1,-8,-2
O=C(NN1C(=O)C2C(C1=O)C1C=CC2C12CC2)c1cccc(Cl)c1 (stereo not drawn),6,2.4,-2,-1,2,6,10,0,-2
C/C(=N\NC(=O)c1cccc(S(=O)(=O)N2CCOCC2)c1)c1ccc(OCC(=O)N(C)C)cc1,-1,0.9,-3,0,5,4,4,-9,1
COc1cccc(C(=O)O[C@@H]2[C@H](Cc3ccccc3)NS(=O)(=O)[C@H]3C[C@@H]4C=C[C@]23O4)c1,3,x,x,x,3,7,x,-4,-1
Cc1ccc(S(=O)(=O)NNC(=O)c2ccc3ccccc3n2)cc1,8,-7.2,-5,2,4,10,5,-2,3
O=c1oc2c(Cl)cc(Cl)cc2cc1-c1nnc(Nc2ccccc2F)s1,0,-17,-2,-2,0,-7,0,2,-2
Cc1ccc2nc(SCC(=O)N3CCN(c4ccccc4)CC3)nc(=O)n2c1,10,-2.2,3,0,0,-1,5,12,3
COc1ccccc1C1CC(c2ccccc2)=NN1C(=O)c1ccccc1 (stereo not drawn),7,0.6,-2,-3,-1,-1,-3,6,1
CCn1cc(C(=O)NCCCOC(C)C)c2cc(OC)c(OC)cc2c1=O,1,-4.4,1,5,1,10,7,-2,-1

# Following part
SMILES,MCL1-BIM inh,MEX-5 binding,TPT1 inh,Fam108B counter,BCLXL inh,GLD-1 RNA inh,GSTO1 counter,PME-1 inh,PAD4 inh
COCc1cc(Sc2ccc(Cl)cc2Cl)nc(-c2ccccc2)n1,-1,0.6,5,3,-3,7,-4,-4,-4
O=C(CCc1c[nH]c2ccccc12)N1CCCCCCC1,-5,1.5,-4,-2,1,-7,3,5,2
Cc1c(CCC(=O)N2CCC(C(=O)NCCCCCC(=O)O)CC2)c(=O)oc2cc3oc4c(c3cc12)CCCC4,0,0.9,-2,-3,7,7,-12,-7,4
Cn1c(=S)n(CCC(=O)O)c2ccccc21,-13,0.2,3,-2,-6,-4,-1,-4,-7
C=CCn1ccc(O)c(Cc2ccc(Cl)cc2)c1=O,8,-0.5,-4,0,7,-5,-9,2,-5
Cc1cnc(NC(=O)CCN2C(=O)C3CCCCC3C2=O)s1 (stereo not drawn),1,3.4,1,0,-7,1,6,5,-7
Cc1ccc(CS(=O)(=O)Cc2ccc(C(=O)NCCCN3CCOCC3)o2)cc1,5,1.1,-3,-6,3,5,-2,4,1
CC(C)(C)c1csc(NC(=O)CCc2ccccc2)n1,5,0.0,2,-2,3,-5,0,-1,-2
Cc1ccc(NC(=O)NC(=O)COc2ccc(Cl)cc2Cl)c(C)c1,0,-0.4,2,5,3,2,0,4,-3
CN1CCN(C(=O)c2ccc3c(c2)NC(=O)C(C)(C)O3)CC1,12,0.7,3,-1,3,2,0,4,-6
O=C(O)CCc1ccc(NCc2cccc(Oc3ccccc3)c2)cc1,12,-1.5,-2,0,4,2,0,1,1
Cc1ccc2c(c1)c1nc3ccccc3nc1n2CCN1CCOCC1,7,-14,-3,1,9,8,-5,4,-5

# Screening results as filed in PubChem.
